Platelet DG rel: platelet dense granule release activity. human platelet-rich plasma, SFLLRN dense granule ATP release, luminescence. inhibition, %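 (compounds screened at 7.5 µM in platelet-rich plasma)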. 0.22% of 300,000 active. AID 1663;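 active means mean replicate score, as percent of positive control, at or above 50; inconclusive means mean below 50 but at least one replicate at or above 50; inactive means mean and every replicate below 50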
IEC-6 cytotox: counter-screen for KLF5 inhibitors: cytotoxicity in IEC-6 cells | IEC-6 cytotoxicity, luminescence viability | inhibition, % at 5 µM | 0.78% of 290,000 active | AID 1825; in the data active means inhibition above about 22%;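 further: 0% = plate median of test compound wells and 100% = cytotoxic reference compound wells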
GSK3beta inhib: blocks human GSK3beta kinase activity; GST-GSK3beta kinase, ADP-Glo luminescence, 60 min; active compounds read low; activity score (negative = inhibition), % at 10 µM; 0.038% of 300,000 active; AID 2097;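 active means more than half of replicate wells score below -50%, meaning over 50% inhibition versus plate controls; inconclusive means some replicates but at most half score below -50%; inactive means no replicate scores below -50%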;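 further: 0% = median DMSO wells and -100% = median GW8510 positive control wells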
Target sequence (P49841 whole entry, looked up): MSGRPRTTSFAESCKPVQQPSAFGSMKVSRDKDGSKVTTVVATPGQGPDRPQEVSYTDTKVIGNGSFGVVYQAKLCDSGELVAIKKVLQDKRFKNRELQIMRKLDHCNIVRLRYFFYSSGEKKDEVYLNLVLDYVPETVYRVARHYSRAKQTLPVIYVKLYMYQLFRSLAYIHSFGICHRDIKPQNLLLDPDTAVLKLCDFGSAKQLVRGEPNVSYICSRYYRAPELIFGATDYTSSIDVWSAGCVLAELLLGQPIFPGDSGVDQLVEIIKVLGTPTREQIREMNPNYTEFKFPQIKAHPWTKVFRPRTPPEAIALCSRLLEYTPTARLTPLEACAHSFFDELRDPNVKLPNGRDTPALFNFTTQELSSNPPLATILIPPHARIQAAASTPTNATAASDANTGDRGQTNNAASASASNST
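Assay system: GST-fused GSK3beta enzyme, cell-free / Medium: Tris pH 7.5 buffer with MgCl2, DTT, BSA, heparin / Also added: peptide substrate plus 25 µM ATP (final) / Compound: 10 µM single point / Timing: kinase reaction with compound 60 min at room temperature / Detection: ADP-Glo luminescence / Benchmarks: DMSO neutral wells and GW8510 at 20 µM as positive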
Dyrk1A ADPGlo: blocks rat Dyrk1A kinase activity | Q63470 | ADP-Glo luminescence, NFATc1 peptide | inhibition, % at 12.5 µM | 0.43% of 310,000 active; in the data active means inhibition above about 50%;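 further: plate controls were vehicle with enzyme for no effect and no enzyme for full effect; many of its hits are not listed in these tables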
HSF1 inh: HSF1 inhibition | 0.77% of 300,000 active | NIH3T3-HGL HSE-luciferase, MG132-induced, luminescence 8 h; active compounds read low | AID 2098 | activity change, negative = inhibition, % at 7.5 µM (by protocol);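 active means more than half of replicate wells show activity change below -50%, luminescence cut by over half; inconclusive means some wells, but at most half, below -50%; inactive means no replicate well below -50%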;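 further: luciferase reports HSF-1 transcriptional activity via heat shock element; 0% = median of DMSO wells and -100% = zero luminescence signal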
GSK3A inh: inhibitors of human GSK-3 alpha kinase; ADP-Glo luminescence, 60 min; inhibition, % at 10 µM; 0.1% of 320,000 active; AID 2650;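 in the data active means inhibition above about 50%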;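 further: GST-tagged GSK-3 alpha with peptide substrate and 25 µM ATP; 0% = DMSO neutral wells and 100% = GW8510 positive control wells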
Target sequence (P49840 whole entry, looked up): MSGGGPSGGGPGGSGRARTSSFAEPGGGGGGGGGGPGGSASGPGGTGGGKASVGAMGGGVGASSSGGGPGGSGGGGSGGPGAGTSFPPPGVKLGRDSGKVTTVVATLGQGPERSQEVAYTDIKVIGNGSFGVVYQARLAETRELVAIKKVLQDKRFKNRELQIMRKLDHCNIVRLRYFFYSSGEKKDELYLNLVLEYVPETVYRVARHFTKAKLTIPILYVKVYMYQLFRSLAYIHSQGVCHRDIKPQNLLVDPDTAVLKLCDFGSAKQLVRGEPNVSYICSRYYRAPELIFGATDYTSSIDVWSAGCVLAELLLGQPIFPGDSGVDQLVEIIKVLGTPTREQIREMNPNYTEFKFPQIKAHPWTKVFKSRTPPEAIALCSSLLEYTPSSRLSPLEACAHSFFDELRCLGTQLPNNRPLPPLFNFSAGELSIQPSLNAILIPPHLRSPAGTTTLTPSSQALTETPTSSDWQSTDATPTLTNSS
HSF-1 act: increases HSF-1 driven luciferase reporter signal; NIH3T3-HGL HSF-1 luciferase reporter, MG132, 8 h; 100% = twice DMSO control signal; activation, % at 9 µM; 1.7% of 300,000 active; AID 504408;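 active means mean replicate activation of at least 50% with a set share of replicates each reaching 50%; inconclusive means only one of those two conditions met; inactive means mean below 50% and too few replicates reaching it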;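 further: 0% = median of the neutral control wells and 100% = twice that signal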
aSyn 5UTR inh: 5' untranslated region of α-synuclein, MLPCN primary screen. AID 1813. alpha-synuclein 5'UTR reporter, inhibitor activity. inhibition, % (tested at 7.5 µM). 0.82% of 300,000 active; in the data active means inhibition above about 60%; inconclusive means no clear call, values can overlap the other calls;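 further: H4 neuroglioblastoma cells stably carrying SNCA 5'UTR luciferase fusion; 0% = DMSO wells and 100% = positive control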
KLF5 inhibitor: suppresses KLF5 promoter-driven expression; inhibition, % at 5 µM; 0.23% of 290,000 active; DLD-1 KLF5 promoter-luciferase reporter, luminescence; AID 1700;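 active means inhibition above a per-plate limit of that plate's mean compound inhibition plus 3 SD, cut at about 60% in these data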;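 further: 0% = DMSO wells and 100% = LY294002 at 200 µM; higher means less KLF5 promoter-driven luciferase light; inactives centre near -14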
HSP90 refold inh: inhibitors of HSP90 luciferase refolding in rabbit reticulocyte lysate; 0.91% of 290,000 active; inhibition, % at 5.6 µM; luciferase refolding luminescence, 3 h;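 active means inhibition above the screen-wide mean plus 3 SD, computed separately per campaign, cut at about 16% in these data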;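 further: 0% = DMSO wells and 100% = 60 µM geldanamycin wells; inhibitors lower the luminescence because luciferase stays unfolded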
Active calls of the source: *; ? = inconclusive; . = no result given. An excerpt; count on the stated rates, not on these rows.

SMILES	Platelet DG rel	IEC-6 cytotox	GSK3beta inhib	Dyrk1A ADPGlo	HSF1 inh	GSK3A inh	HSF-1 act	aSyn 5UTR inh	KLF5 inhibitor	HSP90 refold inh
CCC(=O)N1C(C(=O)N2CCCC2)CSC1c1ccc(OC)cc1 (stereo unspecified)	1	-2	1	1	-88*	-3	-90	6	1	-1
CN(C)c1ccc(/C=C(/NC(=O)c2ccccc2)C(=O)N/N=C/c2ccc([N+](=O)[O-])c(O)c2)cc1	-1	-3	0	5	0	-2	1	-26	-10	8
O=C(CCNC(=O)c1ccc(Cl)cc1)Nc1ccccc1N1CCCC1	5	.	2	.	8	-1	-1	0	.	.
COc1ccc(NC(=S)N(CCCN2CCC(C)CC2)Cc2cccs2)cc1Cl	24	2	0	-6	5	.	13	-34	-15	0
O=C(Nc1ccc(Cl)cc1)N1CCCC(Cn2cccc2)C1 (stereo unspecified)	-48	1	9	0	-7	1	17	-29	-27	-2
CCN(CC)CCNc1nc(-c2ccccc2)nnc1C(F)(F)F	-2	-3	0	5	-4	-1	-6	28	14	4
COc1ccc(C)cc1N(C(=O)c1cccc(F)c1)c1nc2ccccc2s1	.	1	.	10	.	-3	.	.	-26	-4
CN1C(=O)N(C)C2C1N(CN1CCCCC1)C(=O)N2CN1CCCCC1 (stereo unspecified)	-13	0	-2	-12	19	0	48	-13	-16	-1
Cc1ccccc1C(=O)NCc1ccncc1	0	1	2	-9	-1	-2	-13	4	-28	0
N#CC(=C1CCCC1)c1nc(-c2ccccc2O)cs1	10	-3	-1	-2	22	0	20	-209	-72	-1
Cc1ccc(NC(=O)NCCCN2CCCC2=O)c(C)c1	4	-5	3	-2	-3	-1	-2	-6	-31	1
O=C(NC1CCCCC1)C1CCN(c2nccs2)CC1	-3	-6	.	-1	-58*	-1	-69	-12	-20	-3
O=C(Nc1cccc2ncccc12)C12CC3CC(CC(C3)C1)C2	4	2	0	-1	-30	0	-40	-12	-13	-4
O=C1C(=O)N(CCCN2CCOCC2)C(c2ccc(Cl)cc2)/C1=C(/O)c1ccc(F)cc1 (stereo unspecified)	-4	6	-3	-4	-4	0	-9	-4	-17	1
CCCc1nnc(SCC(=O)N2CCCC(C)C2)n1CCCOC (stereo unspecified)	2	3	-1	13	-2	2	-1	-11	-11	-3
O=C(NC1CCCC1)C1CCN(C(=O)NCc2ccccc2)CC1	-4	-9	2	.	-6	1	6	1	-24	1
Cc1ccc(C)n1-c1c(C(=O)NN)cnn1-c1ccccc1	15	-1	0	.	2	-2	-16	11	-7	0
O=C(CSc1ccc2ccccc2n1)N/N=C/c1ccc(O)cc1	-2	7	-8	32	-1	17	12	-8	-45	-1
O=[N+]([O-])c1ccc(N2CCN(Cc3ccncc3)CC2)cc1	2	-8	-2	-5	-5	-1	-1	0	-48	-8
CCn1c(=O)c2ccccc2n2c(SCC(=O)N3CCCc4ccccc43)nnc12	10	-7	-7	-7	-4	0	15	26	-25	2
COc1ccc(NS(=O)(=O)c2ccc(Cl)s2)cn1	-7	-3	4	-10	-8	-2	-8	-3	-18	-2
Cc1ccc(S(=O)(=O)NCCC(=O)N2CCCCCCC2)cc1C	5	.	4	18	0	-1	-8	13	.	.
Cc1ccccc1C(=O)Nc1ccc(C(=O)O)cc1NC(=O)c1ccccc1C	-4	0	-3	0	-6	-2	-7	0	-52	-6
COc1cc(/C=N/N=C2\CC3CCC2(C)C3(C)C)ccc1O (stereo unspecified)	4	-1	-3	-1	-8	2	-6	-7	-34	2
Cc1cc(NC(=O)CC2CCCC2)n(-c2nc3ccccc3[nH]2)n1	0	-6	0	11	-6	3	-9	-34	-36	6
Cc1cnc(C(=O)NCCc2ccc(C(F)(F)F)cc2)cn1	.	1	-1	-1	9	-2	-7	-4	8	7
CCN(CC)S(=O)(=O)c1cc(C(=O)Nc2ccc(Cl)cn2)ccc1C	3	-5	4	25	6	-1	-9	-118	-149	2
CN(CC(=O)N1CCN(c2ccccn2)CC1)S(=O)(=O)c1ccccc1	6	-6	2	6	3	-2	6	-59	-41	-2
CC(C)CCn1c(Sc2nc3ccccc3o2)nc2c1c(=O)[nH]c(=O)n2C	12	-2	2	0	5	0	29	-46	-82	1
CC1(NC(=O)c2cccc(S(=O)(=O)N3CCN(c4ccc(F)cc4)CC3)c2)CCS(=O)(=O)C1 (stereo unspecified)	-3	.	-1	1	1	0	3	11	.	.
O=C(Cn1nc(-c2ccccc2)ccc1=O)Nc1ccc(N2CCN(C(=O)c3ccccc3)CC2)cc1	11	-7	1	4	1	0	5	-14	-13	3
O=C(C1=C[C@H](C2CC2)C[C@H](OCc2ccc(CO)cc2)O1)N1CCN(Cc2ccccc2)CC1	3	-6	0	3	-5	-1	-1	21	-11	-2
Cc1ccc(F)c(NC=C2C(=O)OC(C)(C)OC2=O)c1	13	2	2	0	-5	-1	-14	8	-4	-6
COc1ccc(Cl)cc1NC(=S)NNC(=O)C1(C)CC1(Cl)Cl (stereo unspecified)	2	8	2	13	2	-7	5	-8	-15	8
NS(=O)(=O)c1cccc(NC(=O)CN2CCN(Cc3ccc4c(c3)OCO4)CC2)c1	10	-2	0	1	-9	1	-27	12	11	0
COCC(=O)N(C)c1nnc(-c2ccccn2)s1	0	0	1	-2	4	-1	-5	-30	-47	1
CCOC(=O)C[C@H]1c2cc(F)ccc2S(=O)(=O)N1c1ccccc1	9	.	1	.	-6	1	-23	-2	.	.
COc1ccc(CCNC(=O)CSCC(=O)Nc2ccccc2)cc1OC	2	4	-3	.	-8	-2	-5	8	-20	-2
CC1CCCN(C(=S)Nc2ccc3nc4n(c(=O)c3c2)CCCCC4)C1 (stereo unspecified)	5	6	-3	-4	-6	1	5	-6	-11	0
COCC1CCN(C(=O)c2cc(COc3ccc(-n4cncn4)cc3)on2)CC1	0	-4	-25	2	-11	-1	4	-8	-22	-3
CC(C)Cc1nnc(NC(=O)CSc2ncn[nH]2)s1	-6	0	2	12	-4	-3	-9	-25	7	0
O=C1CN2C(=Nc3ccc(Cl)cc3C2c2ccccc2)CN1 (stereo unspecified)	0	6	-7	-18	8	0	-13	5	-28	0
Cc1cc(C)cc(OCC(=O)NCC2CCCO2)c1 (stereo unspecified)	-2	5	5	5	-45	-3	-46	23	-16	2
CCCCC(C)n1[nH]c(=O)c2c(C)cc(C)nc21 (stereo unspecified)	2	-6	0	0	-3	-1	12	6	-4	-1
Cc1ccoc1C(=O)NCCNC(=O)c1occc1C	5	.	-4	-7	-7	.	-13	1	.	.
CS(=O)(=O)N(CC(=O)NC1CCCCCC1)Cc1ccc(Cl)cc1	-14	-4	0	-2	-1	-2	-3	9	-29	-1
COc1ccccc1NC(=O)CC1C(=O)Nc2c1c(=O)n(C)c(=O)n2C (stereo unspecified)	-37	-6	-2	13	-21	-3	-27	15	-26	-3
Cc1cccc(NCN2C(=O)c3ccncc3C2=O)n1	-5	-6	2	-4	.	0	.	.	-25	4
O=S(=O)(c1cc(Cl)ccc1Cl)N1CCN2CCCC2C1 (stereo unspecified)	3	2	-2	-7	0	3	-7	-7	19	13
O=C(c1ccco1)[C@@H]1[C@@H]2C(=O)N(c3ccccc3)C(=O)[C@@H]2C2c3ccccc3C=CN21 (stereo partly specified)	-3	8	2	-4	2	-2	-1	-27	-16	0
O=C(COC(=O)C1CCC1)NCc1ccc(Cl)cc1Cl	4	.	2	6	-1	-1	-3	-3	.	.
COc1cc(-c2nnc(SCC3(c4ccc(Br)cc4)OCCO3)o2)cc(OC)c1OC	0	9	-3	6	-2	2	9	-53	11	2
COc1ccc(Cl)cc1NC(=O)c1cnccn1	11	0	1	4	1	-2	3	18	-64	-5
O=C(Cc1cccs1)Nn1c(Cc2cccs2)nc2ccccc2c1=O	0	-14	-2	-1	8	-2	16	-5	-21	2
COc1ccc(/C=N/n2c(C)nc3ccccc3c2=O)cc1	0	-1	-2	-3	-7	0	28	-25	-61	0
Cc1cc(=O)[nH]c(N2CCCNCC2)n1	1	-9	2	-4	-7	0	-4	-2	-22	-3
C=CCN1C(=O)CSC1=Nc1ccc(O)cc1	-15	-1	0	6	-4	-5	-12	29	-8	7
O=C(CN1CCN(c2ccc(Cl)cc2)CC1)NCc1cccs1	-6	0	3	-2	-2	-2	12	-10	4	-1
O=C(Cc1cccs1)Nc1ccc(-c2nnn(CC(=O)N3CCOCC3)n2)cc1	0	-1	0	.	0	0	-3	26	-24	3
O=C(/C=C/c1ccc(S(=O)(=O)N2CCOCC2)cc1)NCc1ccc(Cl)cc1	12	0	4	-9	-7	-1	4	23	-8	2

Continuation:
SMILES	Platelet DG rel	IEC-6 cytotox	GSK3beta inhib	Dyrk1A ADPGlo	HSF1 inh	GSK3A inh	HSF-1 act	aSyn 5UTR inh	KLF5 inhibitor	HSP90 refold inh
O=C(Nc1ccc(Cl)cc1F)C1CC1	6	-1	-4	-2	-3	-2	4	-3	-28	3
O=C(O[C@H]1[C@H](Oc2ccccc2COC(=O)C2(O)C=CCCC2=O)O[C@H](CO)[C@@H](O)[C@@H]1O)c1ccccc1 (stereo partly specified)	8	.	-1	.	1	2	-13	-33	.	.
CCc1ccccc1NC(=O)c1cc(-c2cccc(O)c2)on1	1	1	1	-4	9	0	-5	-81	-40	-1
Cc1cccc(NC(=S)NCCN2CCOCC2)c1	1	0	4	0	-5	-3	26	27	-16	3
O=C(c1ccc(-c2nnc(Nc3ccccc3)c3ccccc23)cc1)N1C[C@H]2C[C@H](C1)c1cccc(=O)n1C2	-2	-5	2	-4	6	-2	-6	-13	0	0
O=C(O)CCC(=O)Nc1nc2nccc(-c3ccccc3)n2n1	-1	-2	-1	3	11	.	3	-5	-15	0
O=C(Cc1ccccc1F)Nc1ccc(S(=O)(=O)Nc2ncccn2)cc1	-5	4	3	0	-8	1	6	-11	-12	-1
Cc1nc(CNC(=O)CC2C(=O)NCCN2Cc2ccoc2)nc2c1CCCC2 (stereo unspecified)	0	0	0	19	-2	-2	-16	0	-4	1
Cc1ccc(-n2nnnc2CNC(=O)c2ccc([N+](=O)[O-])o2)cc1C	7	.	-3	4	36	-4	?	-98	.	.
COCOc1ccc(/C=C/C(=O)c2c(OCOC)cc(OCOC)c(CC=C(C)C)c2O)cc1OCOC	-3	.	-1	.	-1	3	-5	-52	.	.
CCCCC(=O)OCC(=O)Nc1ccc(C)c(F)c1	4	-6	-5	0	3	-1	2	13	-5	-1
O=C(O)c1cn(Cc2ccccc2)c2ccc(Cl)cc2c1=O	3	.	-4	7	-2	-2	-11	-4	.	.
O=C(Nc1cc(Cl)cc(Cl)c1)c1cccnc1	0	3	1	18	3	0	11	-19	-24	-1

Compound activity from PubChem BioAssay.
